KB-V1 cytotox: kills drug-selected multidrug resistant KB-V1 cells; actives 3.4% (n = 400,000); AID 1347076; KB-V1 MDR cells viability, CellTiter-Glo, 72 h; Potency, µM (titrated, usually from 46.1 µM), for the others: at the highest dose activity change, negative = cytotoxicity, actives largely listed as cytotoxic; further: potency means the concentration at half of the fitted maximal effect; on the % scale 0 is the no-effect control and ±100 the full control effect; nearly all actives have a fitted effect of over 60% in size
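KB-V1, DMEM (no phenol red) + 10% FBS; cpd pin-transferred, titration series; 72 h, 37 degrees C; CellTiter-Glo, luminescence. Data normalized, curve-fit.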
SW480 rerep: induces DNA re-replication in SW480 colon adenocarcinoma cells. AID 624297. SW480 DNA re-replication, Hoechst DNA content imaging, 48 h. actives 1.8% (n = 340,000). Potency, µM (doses to about 46.1 µM), without a hit: at the top dose re-replication activation, most hits filed as activators; further: potency means the concentration at half of the fitted maximal effect; % of control where 0% means no effect; nearly all actives have a fitted effect of over 55% in size
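Compounds, transferred as 23 nL by pin tool, were incubated with cells for 48 hr; DNA content per nucleus was then quantified by Hoechst staining and fluorescence plate imaging.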
ATXN2 expr inh: inhibitors of ATXN2 expression; actives 0.72% (n = 360,000); Potency, µM (top dose mostly 57 µM), for inactives: at the top dose activity change, negative = inhibition, actives largely listed as inhibitors; HEK-293 ATXN2-luciferase reporter, luminescence, 24 h; further: potency means the concentration at half of the fitted maximal effect; on the % scale 0 is the no-effect control and ±100 the full control effect; nearly all actives have a fitted effect of over 55% in size
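qHTS (up to 57 uM final) was run with 24 h compound exposure of reporter cells at 37 °C. Each well was multiplexed: SteadyGlo luminescence measured ATXN2-luciferase expression after a fluorogenic Gly-Phe-AFC viability readout (25 uM final).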
IL-1B inflam inh: inflammasome signaling inhibition, IL-1 beta readout | THP-1 LPS/ATP IL-1B secretion, AlphaLISA, 16 h; hits give low values | activity change, % at 57.5 µM | actives 4.7% (n = 360,000) | AID 743279; in the data active means activity change below about -50%; inconclusive means mostly about -30% to -49%; further: on the % scale 0 is the no-effect control and ±100 the full control effect
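THP-1 cells pretreated 1 hr with compounds (up to 57.5 uM final), then stimulated with LPS (250 ng/mL final) plus ATP (1.25 mM final); secreted IL-1B measured by AlphaLISA after 16 hr, decreased signal indicating inhibition.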
HT1080-NT tox: kills 2HG-producing HT-1080-NT fibrosarcoma cells. Potency, µM (top dose mostly 46.1 µM), inactives show top-dose activity, negative = less viability, actives largely listed as cytotoxic. actives 1.6% (n = 360,000). HT-1080-NT fibrosarcoma viability, CellTiter-Glo ATP luminescence, 48 h. AID 686970;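 further: NT is the 2HG producing partner of a matched IDH1 knockdown line; potency means the concentration at half of the fitted maximal effect; 0% = DMSO-treated cells and -100% = media-only wells without cells; nearly all actives have a fitted effect of over 55% in size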
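Luminescent CellTiter-Glo readout after 48 hours of compound exposure at 37 degrees C defined viability of HT-1080-NT cells. Activity was normalized to DMSO wells and cell-free media wells; concentration-response curves were fitted and assigned curve classes.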
HT1080 IDH1KD tx: toxicity to HT-1080 IDH1 knockdown cells (counter line); AID 686971; actives 2% (n = 360,000); Potency, µM (series often up to 46.1 µM), without a hit: at the top dose activity, negative = toxicity, usual class: cytotoxic; HT-1080 IDH1 knockdown viability, ATP luminescence, 48 h;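 further: potency means the concentration at half of the fitted maximal effect; 0% = DMSO wells and -100% = cell-free medium wells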
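IDH1KD HT-1080 cells, 750/well, RPMI + 5% FBS; compound pinned after 2 h settling; 48 h, 37 °C; CellTiter-Glo luminescence; % activity normalised to DMSO and no-cell wells; curves fitted, classed by r2 and efficacy.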
KB-3-1 cytotox: kills parental KB-3-1 adenocarcinoma cells. KB-3-1 viability, CellTiter-Glo ATP luminescence, 72 h. Potency, µM (series often up to 46.1 µM), for inactives: top-dose activity change, negative = cytotoxic, usual class: cytotoxic. actives 1.4% (n = 400,000). AID 1347075; further: potency means the concentration at half of the fitted maximal effect; on the % scale 0 is the no-effect control and ±100 the full control effect; nearly all actives have a fitted effect of over 60% in size
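Parental KB-3-1 viability, qHTS format: 72 h compound exposure, 37 °C; CellTiter-Glo; media-only wells and DMSO plates as controls; concentration-effect fits on corrected data.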
MCF10A rerep: DNA re-replication induction in MCF 10a cells | actives 2.9% (n = 350,000) | MCF 10A DNA re-replication, Hoechst nuclear intensity, 48 h | AID 624296 | Potency, µM (titrated, usually from 46.1 µM), inactives show top-dose activity, positive = re-replication, usual class: activators; further: potency means the concentration at half of the fitted maximal effect; % of control where 0% means no effect; nearly all actives have a fitted effect of over 50% in size
S2 tox: viability counter-screen for ATXN expression inhibitors; S2 cells (HEK-293 line with an ATXN2-luciferase reporter) viability, CellTiter-Fluor protease fluorescence, 24 h; Potency, µM (doses to about 56.7 µM), most hits filed as cytotoxic; actives 0.49% (n = 400,000); AID 651635; further: potency means the concentration at half of the fitted maximal effect; nearly all actives have a fitted effect of over 40% in size
An asterisk follows results filed as active; i = inactive; ? = inconclusive; nt = no result given; & = joins results of further samples; [ ] = dose if it differs, or a comment. Unless noted, the call rests on the fitted dose curve; in most records, active means well fitted curve in the direction sought with a large enough effect; inconclusive means small, poorly fitted or top-dose-only effect, or another doubt; inactive means no such curve, though single readings can be large; an effect the other way counts as inactive or inconclusive.

Molecule,KB-V1 cytotox,SW480 rerep,ATXN2 expr inh,IL-1B inflam inh,HT1080-NT tox,HT1080 IDH1KD tx,KB-3-1 cytotox,MCF10A rerep,S2 tox
CC(CCc1ccccc1)NC(=S)NC1CCCCC1 (stereo not given),-14%,-2%,-17%,-10,6%,-16%,3%,6%,i
COc1ccc(/C=C2\CCc3ccccc3C2=O)cc1O,5.2µM*,0.52µM*,23%,10,2.3µM*,4.1µM*,3.7µM*,?,i
N/C(=N\OC(=O)CCn1cccc(C(F)(F)F)c1=O)c1ccc(OC(F)(F)F)cc1,11%,-5%,5%,37,15%,6%,0%,0%,?
CCN(CC)C1=C(Cl)C(=O)C(Cl)C12OCCO2 (stereo not given),-1%,-6%,-10%,nt,21%,16%,1%,-17%,i
COc1ccc(NC(=O)c2cccc3cccnc23)cc1S(N)(=O)=O,0%,-5%,0%,?,-20%,?,2%,2%,i
O=C(c1ccc(F)cc1)N1CCN(c2cc(N3CCCCC3)c(F)cc2[N+](=O)[O-])CC1,9.2µM*,13%,-29%,-83*,0%[9.24 µM],?,-20%,30%,i
O=C(Oc1c(-c2ccco2)oc2ccccc2c1=O)c1cccnc1,3%,?,nt,0,?,?,3%,?,nt
CCN1C(=O)C(CC(=O)Nc2ccc(F)cc2)N(CCCN2CCN(c3ccc(F)cc3)CC2)C1=S (stereo not given),?,13%,-16%,?,29µM*,?,-18%,?,i
CCOC(=O)N1CCC(NC(=O)CCC(=O)N2CCOc3ccc(C)cc32)CC1,-3%,0%,7%,-12,16%,4%,21%,1%,i
C=C1C(C(=O)Nc2ccccc2)C1C(=O)Nc1ccccc1 (stereo not given),8%,-3%,nt,6,2%,-7%,3%,-1%,i
CCOC(=O)C(=NCC1CCCO1)NNc1ccccc1Cl (stereo not given),-1%,-7%,-9%,3,10%,-3%,0%,12%,i
C=C1CCC[C@]2(C)C[C@H]3OC(=O)C(CNCCN(CC)CC)[C@H]3CC12 (stereo not given in full),-2%,?,-2%,-96*,-20%,?,4%,4%,i
C=CCNS(=O)(=O)c1cc(S(=O)(=O)NCC=C)c(OC)cc1OC,4%,-1%,-27%,-7,11%,0%,15%,-3%,i
Cn1ncc2c(Nc3ccc(-c4ccccc4)cc3)ncnc21,0%,?,39%[activator],?,11µM*,?,-6%,29%,i
CCN(CC)c1ccc(S(=O)(=O)N2CCOCC2)cc1NC(=O)COC(=O)/C=C/c1ccco1,0%,-9%,-5%,-1,4%,1%,29%,8%,i
O=C1c2ccccc2C(=O)C12OC(c1ccccc1)C1(C(=O)c3ccccc3C1=O)C2c1ccc([N+](=O)[O-])cc1 (stereo not given),-1%,1%,4%,12,0%,9%,-1%,-13%,i
O=C(Nc1ccc(F)cc1)c1cccc(C(=O)Nc2ccc(F)cc2)c1,11%,-9%,nt,2,-4%,8%,-1%,-6%,i
CCOc1ccccc1NC(=O)CN1c2ccccc2S(=O)(=O)c2ccccc21,-2%,nt,1%,nt,nt,nt,6%,nt,i
COc1ccc(Oc2coc3cc(OC(=O)c4cncc(Br)c4)ccc3c2=O)cc1,?,0%,0%,-5,1%,0%,1%,0%,i
COc1ccc(C(=O)Nc2nc(N)n(-c3ccccc3)n2)cc1,?,?,16%,18,10%,-13%,21%,-42%[inhibitor],i
O=C(COC(=O)[C@@H]1CCCN1C(=O)c1cccs1)Nc1ccc(Br)cc1,-22%,-6%,8%,-3,-6%,1%,-1%,-2%,i
COc1ccc(Cc2nnc(SCC(=O)Nc3ncc(C)s3)o2)cc1,?,11%,-6%,10,-4%,-4%,?,0%,i
CCNc1sc(C(=O)c2cccs2)c(N)c1-c1nc2ccccc2s1,-1%,0.82µM*,-13%,-2,-11%,-21%,0%,?,i
O=c1[nH]c(C2CCN(S(=O)(=O)c3ccc(C(F)(F)F)cc3)CC2)nc2c1nnn2Cc1cccc(F)c1,-21%,-7%,-36%,?,?,?,?,-7%,i
Cc1ccc(NC(=O)CSc2nc(C)c(Cc3ccccc3)c(=O)[nH]2)cc1C,?,-2%,-17%,12,1%,6%,0%&5%,19%,i

2 successive compounds from above:
Molecule,KB-V1 cytotox,SW480 rerep,ATXN2 expr inh,IL-1B inflam inh,HT1080-NT tox,HT1080 IDH1KD tx,KB-3-1 cytotox,MCF10A rerep,S2 tox
O=c1[nH]c(C2CCN(S(=O)(=O)c3ccc(C(F)(F)F)cc3)CC2)nc2c1nnn2Cc1cccc(F)c1,-21%,-7%,-36%,?,?,?,?,-7%,i
Cc1ccc(NC(=O)CSc2nc(C)c(Cc3ccccc3)c(=O)[nH]2)cc1C,?,-2%,-17%,12,1%,6%,0%&5%,19%,i

(next part)
Molecule,KB-V1 cytotox,SW480 rerep,ATXN2 expr inh,IL-1B inflam inh,HT1080-NT tox,HT1080 IDH1KD tx,KB-3-1 cytotox,MCF10A rerep,S2 tox
CC(=O)Nc1ccc(C(=O)CSc2nnc(-c3ccccc3)n2-c2ccccc2)cc1,-9%,nt,3%,nt,nt,nt,12%,nt,i
CN(C)S(=O)(=O)c1cccc(COC(=O)c2cnccn2)c1,-5%,-1%,-6%,-2,21%,23%,-4%,0%,i
Nc1ccc(S(N)(=O)=O)cc1,12%,-8%,-4%&-5%&8%,-1,23%,1%,0%,-25%,i
Cc1cc2c(C)cc(=O)[nH]c2cc1NC(=O)CCl,?,21µM*,nt,-96*,?,?,?,12µM*,11µM*
CCC(C)NC(=O)c1ccccc1C(=O)NC(C)CC (stereo not given),3%,1%,-5%,12,11%,-3%,12%,-7%,i
CCc1ccc(NC(=O)Cn2nc3c4ccccc4n(Cc4ccccc4)cc-3c2=O)cc1,2%,nt,12%,nt,nt,nt,-21%,nt,i
OC(c1cccnc1)c1nc(-c2ccc3c(c2)OCO3)cs1 (stereo not given),-3%,nt,25%,51,8%,-9%,0%,nt,i
COc1cc2c(cc1OC)n(CC(=O)Nc1ccc(C)cc1C)c(=O)n1nc(-c3ccccc3)nc21,-1%,nt,3%,nt,nt,nt,0%,nt,i
Clc1ccc(OCc2nn3c(C4CCCCC4)nnc3s2)cc1,?,4%,-19%,-9,?,?,-3%,-7%,i
Cc1ccc(/C=N/NC(=O)c2ccc(NC(=O)c3ccccc3Cl)cc2)o1,1%,0%,0%,-71*,0%,-1%,?,-9%,i
COc1cc(S(=O)(=O)N2CCC(O)(c3cccc(C(F)(F)F)c3)CC2)ccc1-n1cnnn1,?,?,-7%,0,?,?,3%,7.3µM*,i
Nc1ncc(S(=O)(=O)c2ccc([N+](=O)[O-])cc2)s1,9%,?,-6%,20,-25%,-17%,0%,-13%,i
O=C(Nc1c(F)cc(F)cc1Br)c1cccnc1,8%,-4%,3%,-2,9%,-20%,2%,0%,i
O=C(NNC(=S)NC(=O)c1ccc(Br)cc1)c1cccc([N+](=O)[O-])c1,2%,-13%,nt,34,?,?,-21%,13%,i
CCOC(=O)/C(C#N)=C/c1cn(CCC(=O)O)nc1-c1ccccc1,0%,1%,4%,26,-3%,0%,18%,-6%,i
Nc1ccc(C(=O)N2CCN(S(=O)(=O)/C=C/c3ccccc3)CC2)cc1[N+](=O)[O-],?,?,-22%,-5,-4%,-10%,-1%,12%,i
COc1ccc(N2C(=O)C3CCCN3C2c2cccc(OC)c2OC)cc1 (stereo not given),27%,-2%,2%,-1,12%,-9%,5%,17%,i
CCN(CC)S(=O)(=O)c1ccc(OC)c(N)c1,?,-12%,-9%,30,14%,2%,-1%,-4%,i
CC(C)(Oc1ccc(F)cc1)C(=O)OCC(=O)c1ccc(S(C)(=O)=O)cc1,?,0%,nt,0,4%,13%,3%,-3%,i
O=C(NCCc1ccccc1F)C1CC(=O)N(c2ccccc2)C1 (stereo not given),13%,3%,4%,-2,12%,12%,1%,8%,i
O=C(NCC(=O)N1CCN(C(c2ccccc2)c2ccccc2)CC1)c1ccc(Br)o1,?,-9%,-33%,-73*,-7%,-4%,?,2%,i
CC(C)(C)OC(=O)N/N=C\c1ccc[nH]1,3%,12%,23%,-3,-8%,-11%,-8%,0%,i

Complete entries from above. Order of screens: KB-V1 cytotox, SW480 rerep, ATXN2 expr inh, IL-1B inflam inh, HT1080-NT tox, HT1080 IDH1KD tx, KB-3-1 cytotox, MCF10A rerep, S2 tox
CN(C)S(=O)(=O)c1cccc(COC(=O)c2cnccn2)c1 is entered as -5%, -1%, -6%, -2, 21%, 23%, -4%, 0%, i
Cc1cc2c(C)cc(=O)[nH]c2cc1NC(=O)CCl is entered as ?, 21µM*, nt, -96*, ?, ?, ?, 12µM*, 11µM*
CCC(C)NC(=O)c1ccccc1C(=O)NC(C)CC (stereo not given) is entered as 3%, 1%, -5%, 12, 11%, -3%, 12%, -7%, i
OC(c1cccnc1)c1nc(-c2ccc3c(c2)OCO3)cs1 (stereo not given) is entered as -3%, nt, 25%, 51, 8%, -9%, 0%, nt, i

From PubChem BioAssay
